AI-2 QS mod = modulates the Vibrio harveyi AI-2 quorum sensing system; Vibrio harveyi JMH597 AI-2 luminescence/OD600 ratio, 9 h; hits give low values; strain lacks LuxN and CqsS sensors; 0 = neutral-control median; activity change, % at 7.5 µM; 300,000 compounds, 0.4% hits; AID 2094; in the data active = activity change below about -75%, passing the limit was not always enough; inconclusive = no clear call, values can overlap the other calls;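 also: luminescence divided by OD600 gain over 9 h not by final OD600 alone; inactives centre near 13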
HSP90 inh = blocks HSP90-mediated luciferase refolding in reticulocyte lysate | Rabbit reticulocyte lysate, luciferase refolding luminescence, 3 h | inhibition, % at 5.6 µM | 290,000 compounds, 0.91% hits;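 active = inhibition above the screen-wide mean plus 3 SD, computed separately per campaign, cut at about 16% in these data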;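 also: 0% = DMSO wells and 100% = 60 µM geldanamycin wells; inhibitors lower the luminescence because luciferase stays unfolded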
HSF1 inhib = HSF1 inhibition | NIH3T3-HGL HSE-luciferase, MG132-induced, luminescence 8 h; hits give low values | activity change, negative = inhibition, % at 7.5 µM (by protocol) | 300,000 compounds, 0.77% hits | AID 2098;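 active = more than half of replicate wells show activity change below -50%, luminescence cut by over half; inconclusive = some wells, but at most half, below -50%; inactive = no replicate well below -50%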;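 also: luciferase reports HSF-1 transcriptional activity via heat shock element; 0% = median of DMSO wells and -100% = zero luminescence signal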
aSyn UTR inh = 5' untranslated region of α-synuclein, MLPCN primary screen. AID 1813. inhibition, % (tested at 7.5 µM). alpha-synuclein 5'UTR reporter, inhibitor activity. 300,000 compounds, 0.82% hits; in the data active = inhibition above about 60%; inconclusive = no clear call, values can overlap the other calls;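 also: H4 neuroglioblastoma cells stably carrying SNCA 5'UTR luciferase fusion; 0% = DMSO wells and 100% = positive control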
HDAC3 inh = human HDAC3 inhibition | O15379 | recombinant HDAC3, fluorogenic peptide/trypsin coupled, fluorescence | inhibition, % at 8.3 µM | 320,000 compounds, 0.15% hits | AID 2718; in the data active = inhibition above about 26%, passing the limit was not always enough; inconclusive = no clear call, values can overlap the other calls
Target sequence (O15379 whole entry, looked up): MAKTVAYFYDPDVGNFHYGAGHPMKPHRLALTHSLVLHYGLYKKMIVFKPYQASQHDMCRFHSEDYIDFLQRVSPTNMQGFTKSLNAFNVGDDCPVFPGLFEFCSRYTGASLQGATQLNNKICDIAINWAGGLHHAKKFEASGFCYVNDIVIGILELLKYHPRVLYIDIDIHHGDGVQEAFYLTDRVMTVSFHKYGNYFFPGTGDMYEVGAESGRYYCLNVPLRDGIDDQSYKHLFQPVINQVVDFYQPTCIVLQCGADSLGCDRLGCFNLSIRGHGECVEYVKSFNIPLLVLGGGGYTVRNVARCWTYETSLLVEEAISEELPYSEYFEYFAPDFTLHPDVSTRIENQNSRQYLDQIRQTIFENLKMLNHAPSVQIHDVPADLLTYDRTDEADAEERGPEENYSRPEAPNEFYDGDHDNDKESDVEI
IEC-6 tox = IEC-6 cytotoxicity, counter-screen for KLF5 inhibitors; luminescence viability; inhibition, % at 5 µM; 290,000 compounds, 0.78% hits; AID 1825; in the data active = inhibition above about 22%;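 also: 0% = plate median of test compound wells and 100% = cytotoxic reference compound wells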
HIF act = HIF pathway transcriptional activation; U2OS HRE-luciferase reporter, luminescence; normalized: DMSO 0%, desferrioxamine 100%; activation, % at 7.5 µM (by protocol); 300,000 compounds, 0.32% hits; AID 1910;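 active = mean activation of at least 10% of the iron chelator positive control signal, with at least half of replicates also reaching 10%; inconclusive = mean and replicate majority disagree about reaching 10%; inactive = mean and most replicates under 10%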
KLF5 inh = inhibitors of KLF5 expression; DLD-1 KLF5 promoter-luciferase reporter, luminescence; inhibition, % at 5 µM; 290,000 compounds, 0.23% hits;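 active = inhibition above a per-plate limit of that plate's mean compound inhibition plus 3 SD, cut at about 60% in these data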;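 also: 0% = DMSO wells and 100% = LY294002 at 200 µM; higher means less KLF5 promoter-driven luciferase light; inactives centre near -14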
Platelet DG rel = platelet dense granule release activity | human platelet-rich plasma, SFLLRN dense granule ATP release, luminescence | inhibition, %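 (compounds screened at 7.5 µM in platelet-rich plasma)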 | 300,000 compounds, 0.22% hits | AID 1663;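 active = mean replicate score, as percent of positive control, at or above 50; inconclusive = mean below 50 but at least one replicate at or above 50; inactive = mean and every replicate below 50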
HSF-1 act = increases HSF-1 driven luciferase reporter signal. NIH3T3-HGL HSF-1 luciferase reporter, MG132, 8 h; 100% = twice DMSO control signal. activation, % at 9 µM. 300,000 compounds, 1.7% hits. AID 504408;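 active = mean replicate activation of at least 50% with a set share of replicates each reaching 50%; inconclusive = only one of those two conditions met; inactive = mean below 50% and too few replicates reaching it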;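 also: 0% = median of the neutral control wells and 100% = twice that signal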
* hit, by the source's call; ? = inconclusive; · = no result given.

Values run as follows: AI-2 QS mod	HSP90 inh	HSF1 inhib	aSyn UTR inh	HDAC3 inh	IEC-6 tox	HIF act	KLF5 inh	Platelet DG rel	HSF-1 act
> C=CCNC(=O)CC(C)C(CCCCC)C(=O)O (stereo not drawn)
    23	-2	3	-8	-3	4	-0.4	-10	1	-7
> COc1cc(Br)cc2cc(C(=O)N3CCOCC3)c(=O)oc12
    27	0	-6	4	-1	-6	1.9	-2	0	-2
> CN(CC(=O)Nc1ccccc1Cl)C(=O)COC(=O)c1ccc(=O)n(Cc2ccccc2)n1
    24	·	-5	-3	·	·	0.2	·	4	-9
> COc1ccc(S(=O)(=O)N2CCN(C(=O)CC(C)C)CC2)cc1
    0	-3	3	-1	-5	1	-21	-12	-3	3
> CCn1cc(Cl)c(C(=O)Nc2c(C)nn(Cc3c(F)c(F)c(F)c(F)c3F)c2C)n1
    15	2	-12	11	·	5	1.1	-41	-7	0
> Cc1cccc(NC(=O)CCS(=O)(=O)c2ccccc2)n1
    ·	-5	5	-21	0	-2	0.4	-7	0	33
> CC(C)(C)OC(=O)N1CCC(NC(=O)c2[nH]cnc2C(=O)N[C@@H](Cc2ccccc2)C(=O)OCc2ccccc2)CC1
    -2	-3	-10	-19	1	2	2.5	6	7	-17
> Cc1cccn2c(=O)c3cc(C(=O)N(C)C)n(C)c3nc12
    22	-3	-1	-21	-12	-1	0.7	-23	0	1
> O=C(N/C(=C/c1cccc([N+](=O)[O-])c1)C(=O)N1CCCCCC1)c1ccco1
    -3	4	-4	1	·	4	-0.5	-25	-6	-1
> COc1cccc(/C=N\NC(=O)c2sc(N)nc2C)c1OC
    35	-1	2	2	3	0	0.1	-33	-4	15
> CCOCCc1nnc(NC(=O)C(C)Oc2ccccc2)s1 (stereo not drawn)
    31	-4	-3	28	7	6	0.3	-11	-13	-8
> O=C(NCc1ccncc1)c1cn(-c2ccccc2)nc1-c1cccnc1
    18	2	-10	10	2	4	-0.9	-32	26	-7
> CNC(=O)COC(=O)/C=C/c1cccc(F)c1
    20	-6	-6	-17	-1	-8	-0.9	7	0	2
> CC(=O)Nc1cc(NC(C)=O)cc(C(=O)OCC(=O)N2CC(C)OC(C)C2)c1 (stereo not drawn)
    10	1	-17	5	3	0	-0.1	5	-3	-15
> CCOC(=O)c1sc2nc(CN3CCCCC3)nc(Cl)c2c1C
    11	-2	·	10	-28	-2	-0.6	-4	5	·
> CCc1ccc(NC(=O)C(=O)NCC2CCCN2S(=O)(=O)c2cccs2)cc1 (stereo not drawn)
    34	·	1	14	-2	·	0.2	·	-4	-7
> CCOc1ccc(C(=O)N(CN2CCCC2=O)c2ccccc2)cc1
    19	-3	-1	-34	-4	-2	1.3	-6	3	17
> CC[n+]1c(C)sc2sc3ccccc3c21
    19	-1	5	-3	?	2	-0.5	-46	-7	7
> CCCCCCn1c(N2CCC(C)CC2)nc2c1c(=O)[nH]c(=O)n2C
    8	0	14	38	2	1	-0.1	-7	10	17
> Cc1cccc(NC(=O)c2ccc(-n3cncn3)c([N+](=O)[O-])c2)c1
    16	·	4	-38	6	·	0.0	·	6	-5
> O=P(Cc1ccccc1O)(c1ccccc1)c1ccccc1
    15	1	-1	-25	3	0	0.1	-4	-14	4
> O=C(c1ccccc1)n1c(=O)c(F)cn(COCCBr)c1=O
    15	-1	-4	3	2	-3	-5.2	-7	-3	-9
> O=C(CC1(O)C(=O)N(Cc2ccccc2)c2ccccc21)c1ccncc1 (stereo not drawn)
    24	1	-5	18	1	12	-0.2	-31	?	-9
> COc1cccc(OCC(=O)Nc2ccccc2NC(C)=O)c1
    18	-1	6	3	-7	-4	-0.2	17	-2	7
> Fc1ccc(-n2c(Cc3ccccc3)nnc2SCc2nc(-c3ccc(Cl)cc3)no2)cc1
    ·	4	13	-4	-2	0	0.1	-1	9	5
> CCCCCC(=O)N/N=C(\C)c1ccc(NC(=O)c2ccco2)cc1
    10	2	11	-107	1	2	1.4	-112	8	10
> N#CCSc1nnc(COc2ccccc2)n1-c1ccccc1
    -13	-6	6	15	-1	-4	0.2	4	2	19
> CC(Sc1n[nH]c(N)n1)C(=O)NC1CCCCC1C (stereo not drawn)
    7	2	1	25	4	3	-0.4	-7	-1	-18
> COC(=O)CCCC(=O)N1CCCC(C(=O)c2ccc(-c3ccccc3)cc2)C1 (stereo not drawn)
    10	-2	-4	0	-1	-6	1.2	-5	-4	2
> COCCNC(=O)CN(C(=O)Cn1nnc2ccccc21)c1ccccc1
    18	2	-3	13	0	-5	-0.4	-36	0	0
> O=C(CN1C(=O)c2ccccc2C1=O)N1CCN(S(=O)(=O)c2ccccc2)CC1
    8	0	-6	2	6	1	0.7	-7	0	-17
> COc1ccc(-n2c(CN3CCC(C)CC3)nc3ccc([N+](=O)[O-])cc3c2=O)c(OC)c1
    5	0	14	-14	-8	6	-21	-32	-9	21
> Cc1ccc(S(=O)(=O)NCC(C)n2cncn2)cc1C (stereo not drawn)
    7	0	-10	6	-8	3	0.0	-12	-13	18
> CCSc1ncnc2c(C#N)c3n(c12)CCCCC3
    19	1	-11	20	3	2	-0.4	-27	4	-2
> O=C(Nc1ccc(Cl)cc1C(=O)NCC1CCCO1)c1ccc(Cl)cc1Cl (stereo not drawn)
    17	7	-10	-3	-1	-3	-8.3	4	-9	-27
> Oc1ccccc1N1CCN(C(=S)Nc2ccc(SC(F)F)cc2)CC1
    16	2	0	-35	7	4	-0.4	-15	-3	17
> O=C(O)c1ccc(N/N=C/C=C/c2ccccc2[N+](=O)[O-])cc1
    -70	7	-4	-127	4	24*	1.0	-135	-2	32
> COc1ccc(C)cc1NC(=O)c1c([N+](=O)[O-])cnn1C
    28	2	-3	0	-9	0	0.1	-32	-8	-1
> O=C(CCc1nc2ccccc2n1-c1ccccc1)NCCO
    19	-1	-4	-2	0	2	0.0	13	-13	-5
> CCn1c(SCC(=O)c2ccccc2)nnc1-c1ccoc1C
    1	1	29	-45	0	1	-1.7	-41	-3	41
> COc1ccc(C2CC(c3c(-c4ccccc4)c4cc(Cl)ccc4[nH]c3=O)=NN2S(C)(=O)=O)cc1 (stereo not drawn)
    21	5	3	27	5	9	-0.2	-12	2	12
> COc1ccc(OCC(=O)NNC(=O)C(=O)Nc2cc(OC)ccc2OC)cc1
    23	-1	0	3	-5	5	1.3	-9	5	16
> COc1ccc(/C=c2\sc3nc(=O)c(C)nn3c2=O)c(OC)c1
    40	1	2	-7	1	2	-0.4	4	11	0
> CCCN1CCc2c(sc3nc(SCC)n(-c4ccccc4)c(=O)c23)C1
    55	1	1	8	·	-3	-0.2	-11	2	-2
> NNC(=O)c1ccc(COc2ccc3ccccc3c2)o1
    5	3	17	-23	1	4	0.6	-13	-2	49
> NS(=O)(=O)c1ccc(CCNC(=O)C(=O)NCC2OCCN2S(=O)(=O)c2cc(F)ccc2F)cc1 (stereo not drawn)
    26	-6	-5	-11	4	-5	-0.1	-19	2	0
> Cc1cccc2c(=O)cc(C)n(CC(=O)N3CCOCC3)c12
    2	2	5	1	6	-2	0.0	9	-2	-8
> Cc1ccc(C(=O)N/C(=C\c2ccc3c(c2)OCO3)C(=O)N2CCOCC2)cc1
    20	3	-1	-2	0	3	0.1	-31	-5	-3
> CC(C)OC(=O)c1ccc(NC(=O)c2ccco2)cc1
    -1	-3	20	-140	8	-2	1.6	-95	-1	44
> CC(=O)c1ccc(NC(=O)C2(S(=O)(=O)c3ccccc3)CC2)cc1
    40	3	-5	-26	-8	3	0.1	-15	-2	-3
> CC1=NC(C(F)(F)F)(C(F)(F)F)C2=C(CC(C)(C)CC2=O)N1Cc1ccco1
    4	-1	-3	16	6	2	0.0	-40	2	1
> CCOC(=O)C1CCN(C(=O)c2ccc(NS(=O)(=O)c3ccc(F)cc3C)cc2)CC1
    13	1	-4	1	?	-4	-0.6	-16	-1	11
> Cc1cc2oc(C(=O)Nc3ccc(S(=O)(=O)N4CCCC(C)C4)cc3)cc(=O)c2cc1Cl (stereo not drawn)
    15	-4	5	-2	14	-17	0.2	-22	1	32
> C/C(=N\NC(=O)C(C)Nc1cccc(Cl)c1)c1ccc([N+](=O)[O-])cc1 (stereo not drawn)
    -4	4	-1	-3	2	2	-0.8	-12	3	-14
> Cc1ccc(SCC(=O)OCC(=O)NCC2CCCCC2)cc1C
    31	·	1	3	5	·	0.2	·	4	-8
> COC(=O)c1ccc(NC(=O)C2CC(=O)N(c3cc(C)ccc3C)C2)cc1 (stereo not drawn)
    24	0	-5	23	6	-3	-0.1	-57	-2	2
> CN(Cc1ccc(F)cc1)C(=O)COc1ccccc1-c1ccccc1
    13	8	6	19	2	-2	0.2	-28	-3	-11
> Cc1c(C(=O)OCCOc2ccccc2)[nH]c2c1C(=O)CCC2
    8	-2	0	5	-2	-2	-1.3	-46	8	-4
> CC(C)=CC(=O)OCC(=O)Nc1cc(C)ccc1C
    21	2	0	-19	0	0	-0.4	-14	-3	-7
> C(=N\N1CCN(Cc2ccccc2)CC1)/c1ccc(-c2ccccc2)cc1
    15	-5	-9	-10	0	-7	1.0	-20	0	2

Other results.
Values run as follows: AI-2 QS mod	HSP90 inh	HSF1 inhib	aSyn UTR inh	HDAC3 inh	IEC-6 tox	HIF act	KLF5 inh	Platelet DG rel	HSF-1 act
> CC(C)CNC(=O)COC(=O)c1c2c(nc3ccccc13)/C(=C/c1cccs1)CC2
    -5	-1	1	-110	1	-11	1.4	17	-1	-4
> Cc1ccc(-c2noc(CCC(=O)NC3CC3)n2)cc1
    7	2	3	-24	3	1	0.0	-44	-63	-18
> CCCn1c2c(c(O)c(C(=O)Nc3nc4ccccc4s3)c1=O)CCCC2
    -4	4	-4	-17	-6	5	-0.1	-21	5	-20
> CCCCC1=CC2=C(c3ccco3)C(=O)C(C)(OC(=O)c3ccc(OC)cc3)C(=O)C2=CN1C(CO)CO (stereo not drawn)
    16	·	-3	17	-2	·	-0.2	·	-1	6
> CNS(=O)(=O)c1cnccc1N1CCN(C)CC1
    16	4	-3	-10	4	5	-51	13	-16	11
> CC(C)(C)c1ccc(S(=O)(=O)Nc2ccc(Cc3ccncc3)cc2)cc1
    27	0	10	-15	3	2	0.4	-4	-3	26
> O=C1CC(=C(c2ccccc2)c2ccccc2)C(=O)N1CCCN1CCN(c2cccc(Cl)c2)CC1
    10	2	-2	26	6	-4	-0.3	-14	3	23
> O=C(Cc1ccccc1)NNC1CC(=O)N(c2ccc(Cl)cc2)C1=O (stereo not drawn)
    11	2	-1	8	-3	-2	-0.2	-15	0	5
> Cc1ccc(C)n1-c1ccc(C(=O)NN)s1
    26	5	3	-31	-3	-7	0.8	-11	3	-2
> C=CCn1c(=NC(=O)CN2C(=O)CCC2=O)sc2cc(S(N)(=O)=O)ccc21
    13	2	-9	4	6	2	-0.5	-18	14	-7
> O=C(Cc1c(Sc2ccccc2)c2ccccc2n1Cc1ccccc1)NCCO
    6	2	10	9	-1	-4	-0.1	0	1	21
> Oc1cccnc1Sc1cccc(C(F)(F)F)c1
    6	·	39	6	-4	·	-0.1	·	14	86*
